Bioassay records: PubChem, National Center for Advancing Translational Sciences (NCATS)
BLM helicase inh: blocks DNA unwinding by human BLM helicase | P54132 | recombinant BLM DNA unwinding, fluorescence dequenching | 0.2% of 350,000 active | Potency, µM (top dose mostly 56.1 µM), for the others: at the top dose activity change, negative = inhibition, actives largely listed as inhibitors | AID 2528;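 further: plate controls were vehicle for no effect and no enzyme for full effect; nearly all actives have a fitted effect of over 35% in size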
G9a inh: blocks human histone lysine methyltransferase G9a; G9a H3K9 monomethylation, AlphaScreen, 2 h; Potency, µM (series often up to 102 µM), for inactives: at the highest dose activity, negative = inhibition, hits mostly inhibitors; 8.8% of 350,000 active; AID 504332; further: on the % scale 0 is the no-effect control and ±100 the full control effect; nearly all actives have a fitted effect of over 75% in size
Target sequence (Q96KQ7 913-1193 limits assumed): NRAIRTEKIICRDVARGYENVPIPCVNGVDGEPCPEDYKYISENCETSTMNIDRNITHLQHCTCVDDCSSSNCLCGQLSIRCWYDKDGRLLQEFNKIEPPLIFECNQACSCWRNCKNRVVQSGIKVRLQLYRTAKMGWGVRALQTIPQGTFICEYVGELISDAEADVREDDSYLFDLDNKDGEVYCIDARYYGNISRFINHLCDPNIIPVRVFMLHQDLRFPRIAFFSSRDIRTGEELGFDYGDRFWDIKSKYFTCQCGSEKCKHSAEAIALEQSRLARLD
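Chemiluminescent proximity detection of H3K9 monomethylation, read after 10 min bead incubation in the dark. Reaction: 20 nM G9a, 500 nM biotin-H3K9 peptide, 20 uM SAM cofactor, 2 h, room temperature, following 15 min enzyme-compound preincubation.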
APEX1 inh: APE1 (human) endonuclease inhibition; recombinant APE1, TAMRA/BHQ-2 abasic DNA cleavage fluorescence; 0.35% of 350,000 active; Potency, µM (highest dose often 65.8 µM), for inactives: at the highest dose activity change, negative = inhibition, hits mostly inhibitors;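 further: plate controls were vehicle for no effect and reference inhibitor for full effect; nearly all actives have a fitted effect of over 55% in size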
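Enzyme (0.75 nM final) and test compound are incubated 15 min at room temperature before adding 50 nM quenched THF abasic-site duplex. Cleavage dequenches TAMRA, followed at 525/598 nm over three reads one minute apart.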
BAZ2B block: blocks human BAZ2B; 4.4% of 360,000 active; Potency, µM (doses to about 114 µM), without a hit: at the highest dose activity change, negative = inhibition, actives largely listed as inhibitors; AlphaScreen BAZ2B-H3K14Ac peptide displacement; Q9UIF8; further: on the % scale 0 is the no-effect control and ±100 the full control effect; nearly all actives have a fitted effect of over 60% in size
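Compounds, titrated to a top concentration of 110 uM, were incubated 30 min at room temperature with preformed BAZ2B/acetyl-K14 H3 peptide complex (50 nM each). Proximity signal was measured by AlphaScreen after 20 min with beads.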
JMJD2A Tudor: inhibitors of human JMJD2A Tudor domain | AID 504339 | AlphaScreen JMJD2A-Tudor / H3K4me3 peptide binding | Potency, µM (doses to about 114 µM), for the others: top-dose activity change, negative = inhibition, most hits filed as inhibitors | 4.4% of 390,000 active; further: on the % scale 0 is the no-effect control and ±100 the full control effect; nearly all actives have a fitted effect of over 50% in size
Pol kappa inh: DNA polymerase kappa (human) inhibition. Q9UBT6. purified Pol kappa, fluorescent DNA synthesis assay, 10 min. Potency, µM (doses to about 107 µM), for the others: at the top dose activity, negative = inhibition, usual class: inhibitors. 0.53% of 400,000 active. AID 588579; further: on the % scale 0 is the no-effect control and ±100 the full control effect
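Enzyme at 10 nM met test compounds for 15 min at room temperature. Substrate addition (50 nM final) began the reaction, which was monitored by fluorescence at 0 and 10 min.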
Pol iota inh: inhibitors of human DNA polymerase iota; Pol iota fluorescent replication assay, 10 min; Potency, µM (highest dose often 115 µM), without a hit: at the top dose activity, negative = inhibition, hits mostly inhibitors; 1% of 390,000 active
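Pol iota at 10 nM preincubated 15 min with compounds at room temperature; reaction started with fluorescent substrate, 50 nM final. Fluorescence read kinetically at 0 and 10 min; buffer-only wells as negative control.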
Pol beta inh: blocks human DNA polymerase beta activity; P06746; Pol beta primer extension/strand displacement, fluorescence kinetic; Potency, µM (top dose mostly 114 µM), for inactives: at the highest dose activity change, negative = inhibition, usual class: inhibitors; 1.3% of 340,000 active; AID 485314; further: on the % scale 0 is the no-effect control and ±100 the full control effect
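Preincubation: enzyme (10 nM) with compound, 15 min, RT. Reaction: substrate added to 50 nM final. Reads: 0 and 10 min. Analysis: normalized, Hill fit.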
POLH inh: inhibitors of human DNA polymerase eta; Q9Y253; recombinant Pol eta, fluorescent DNA replication assay; Potency, µM (top dose mostly 114 µM), for the others: at the top dose activity change, negative = inhibition, actives largely listed as inhibitors; 1.2% of 390,000 active; AID 588591; further: on the % scale 0 is the no-effect control and ±100 the full control effect
Target sequence (Q9Y253 whole entry, looked up): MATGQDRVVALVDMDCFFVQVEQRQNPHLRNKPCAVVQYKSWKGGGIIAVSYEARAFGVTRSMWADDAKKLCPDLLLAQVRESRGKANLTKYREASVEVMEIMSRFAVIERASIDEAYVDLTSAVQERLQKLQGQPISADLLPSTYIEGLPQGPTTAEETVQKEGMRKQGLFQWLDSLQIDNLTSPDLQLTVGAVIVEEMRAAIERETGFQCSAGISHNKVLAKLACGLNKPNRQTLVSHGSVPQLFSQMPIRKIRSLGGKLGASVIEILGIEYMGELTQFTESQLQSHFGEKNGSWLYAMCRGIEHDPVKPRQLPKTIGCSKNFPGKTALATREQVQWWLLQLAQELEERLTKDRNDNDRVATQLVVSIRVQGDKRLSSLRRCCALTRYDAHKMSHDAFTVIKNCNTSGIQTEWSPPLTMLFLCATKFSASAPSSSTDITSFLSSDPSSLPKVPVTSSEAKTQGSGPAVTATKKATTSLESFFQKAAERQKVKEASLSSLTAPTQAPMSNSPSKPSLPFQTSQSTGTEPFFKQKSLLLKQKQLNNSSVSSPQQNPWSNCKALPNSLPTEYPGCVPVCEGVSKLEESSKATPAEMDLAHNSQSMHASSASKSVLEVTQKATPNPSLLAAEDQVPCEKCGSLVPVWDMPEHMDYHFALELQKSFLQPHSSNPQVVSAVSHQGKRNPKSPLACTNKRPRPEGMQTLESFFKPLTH
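Pol eta (10 nM) was preincubated with compounds for 15 min at room temperature, after which fluorescent replication substrate (50 nM final) was added to start the reaction. Fluorescence was read kinetically at 0 and 10 min.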
* hit, by the source's call; ? = inconclusive; / = no result given; [ ] = remark or other dose. The call rests on the fitted dose curve; in most records, active means well fitted curve in the direction sought with a large enough effect; inconclusive means small, poorly fitted or top-dose-only effect, or another doubt; inactive means no such curve, though single readings can be large; an effect the other way counts as inactive or inconclusive. Potency means the concentration at half of the fitted maximal effect. Not all compounds are listed; count on the stated rates, not on these rows.

SMILES | BLM helicase inh | G9a inh | APEX1 inh | BAZ2B block | JMJD2A Tudor | Pol kappa inh | Pol iota inh | Pol beta inh | POLH inh
O=C1CCCCC1Sc1nnc(Nc2ccccc2)s1 (stereo not given) | 0% | ? | -8% | -2% | -17% | -5% | 41%[activator] | 2% | -21%
C=C(C)C(=O)N1CC2(CC(c3cccc(NC(=O)/C=C\C)c3)=NO2)C[C@H]1C(N)=O (stereo not given in full) | -2% | 14%[59 µM] | 4% | 8% | 6% | 4% | -2% | 8% | 6%
CCOc1cccc(CC(=O)Nc2ccc3nc(N4CCCCC4)cc(C)c3c2)c1OCC | -6% | -14%[59 µM] | / | 0% | -27% | 0%[60.1 µM] | 13% | 2% | -25%
CCCCNC(=O)COC(=O)c1cc(Br)ccc1Cl | -6% | -3%[59 µM] | -1% | 3% | 0% | -5% | -11% | -10% | -14%
CCOC(=O)CCP(=O)(O)C(O)c1ccccc1 (stereo not given) | -3% | 18%[59 µM] | 15% | 1% | 50µM* | -8% | -25% | 31% | -9%
Cn1c(=O)c(C(=O)CN2CCCCCC2)c(N)n(Cc2ccccc2)c1=O | 1% | ? | 10% | 3% | -12% | -11% | 86%[activator] | -2% | 2%
COc1ccc(-n2c(=O)c3c(c4cc(OC)ccc4n3C)n(CCC(C)C)c2=O)cc1 | 0% | 5%[59 µM] | / | 5% | -2% | 3% | -10% | 5% | -10%
CC1(C)O[C@H]2[C@@H](O1)[C@@H](C(=O)Nc1ccccc1O)O[C@@H]1OC(C)(C)O[C@@H]12 | 1% | 1µM* | / | 2% | 1% | -3% | -7% | 2% | -15%
COc1cccc(C(=O)NCCCn2ccnc2)c1 | 1% | -30% | 4% | -36% | -5% | -6% | -12% | 45% | -10%
O=C(CSc1nnnn1C1CC1)Nc1ccc(S(=O)(=O)N2CCOCC2)cc1 | / | 21%[59 µM] | 3% | -5% | -4% | -6% | 29% | / | -17%
CCOC(=O)c1cc2c(=O)n3ccccc3nc2n(Cc2ccc(Cl)cc2)c1=N | / | / | / | / | -13%[11.4 µM] | -3% | 21% | / | 12%
Cc1cc(C)c(C)c(S(=O)(=O)N2CCC(C(=O)OCC(=O)NC3CCS(=O)(=O)C3)CC2)c1C (stereo not given) | / | / | 12% | / | -19% | 2% | 86%[activator] | / | 10%
COC(=O)CN1C(=O)NC2(CCCc3ccccc32)C1=O (stereo not given) | -1% | -3%[2.33 µM] | 5% | 13% | -14% | -24% | 0% | -2% | -9%
O=S(=O)(Nc1ccc(-c2ccc3nncn3n2)cc1)c1ccccc1F | / | -8% | -6% | 11% | -2% | -3% | 8% | / | -7%
O=C(COC(=O)c1cc(-c2cccs2)nc2ccccc12)NC1CCS(=O)(=O)C1 (stereo not given) | 6% | 13%[59 µM] | -3% | 1% | 7% | -14% | 7% | 3% | 8%
O=C(CCNS(=O)(=O)c1ccc2c(c1)CCN2C(=O)C1CC1)N1CCN(c2ccc(F)cc2)CC1 | 3% | 6%[59 µM] | / | -8% | 45µM* | -2%[60.1 µM] | ? | -3% | -18%
CCc1ccc(-n2c(Cc3ccccc3)nnc2SCc2nc(-c3cccs3)no2)cc1 | -6% | -33%[59 µM] | / | -10% | -20% | -14% | -23% | -4% | -12%
COc1ccc(Nc2nnc(Cc3ccccc3)c(=O)[nH]2)c(OC)c1 | -2% | -26% | -14% | -17% | -14% | -11% | 43%[activator] | 2% | -15%
CC(C)[C@@H](C(=O)N[C@@H](Cc1ccccc1)C(=O)O)N1C(=O)N2CCc3c([nH]c4ccccc34)[C@@]2(C)C1=O | 0% | / | 5% | 5% | -24% | -2% | 22% | 6% | -17%
c1nc(N2CCC3(CC2)OCCO3)c2[nH]cnc2n1 | -2% | 5% | 4% | -2% | -14% | 6% | -7% | 23% | -13%
Cc1cc(C)n(CC(C)O)c(=O)c1C#N (stereo not given) | 3% | 30%[59 µM] | -10% | ? | -5% | -1% | 28% | -17% | -3%
O=C(Cc1ccc(Br)cc1)OCC(=O)N1CCCCCC1 | / | / | 31% | / | -3% | 3% | 80%[activator] | / | -13%
CCC(=O)N1CCc2cc(S(=O)(=O)CCC(=O)Nc3ccc(Cl)c(C(F)(F)F)c3)ccc21 | -4% | ? | / | / | 1% | -8% | 12% | 8% | -14%
COc1ccc(NC(=O)NCCc2ccc(Cl)cc2)cc1OC | -2% | -5% | 0% | -37% | 6% | 2% | 0% | 5% | -4%
NC(=NCCc1c[nH]c2ccccc12)NC(=O)c1ccc(Cl)cc1 | -21% | ? | 7% | 79µM* | ? | -23% | 8% | 4% | -10%
CCOc1ccc(NC(=O)Cn2ccn3nc(-c4ccc(OC)c(OC)c4)cc3c2=O)cc1 | -3% | 6%[59 µM] | / | -8% | -5% | -9%[60.1 µM] | 5% | 5% | /
COc1cc(CO)cc(-c2cc(CO)cc(OC)c2OC)c1OC | -4% | ? | 0% | 8% | 22% | 1% | 1% | -15% | 1%
O=C(CSc1nc2ccccc2c(=O)n1-c1ccc(F)cc1)NC1CCS(=O)(=O)C1 (stereo not given) | / | ? | 44%[activator] | -1% | -3% | 1% | -10% | / | -3%
O=C(NCCc1ccccc1Cl)c1ccc2c(=O)n(-c3ccccc3)c(=O)[nH]c2c1 | -3% | -8%[59 µM] | / | -3% | -19% | -4% | -20% | 13% | -2%
Cc1ccc(C)c(NS(=O)(=O)c2ccc(OCC(=O)NCc3ccccn3)cc2)c1 | 0% | -5% | 3% | -5% | -2% | -10% | -13% | -8% | -17%
CCOc1ccc(-c2csc(NC(=O)c3ccc(S(=O)(=O)N4CCc5ccccc5C4)cc3)n2)cc1 | 1% | 2%[59 µM] | -6% | 3% | -6% | 2% | 0% | 19% | -4%
O=C(CNCc1ccccc1)NCCCN1CCCC1=O | -1% | 22µM* | 22% | -13% | 2µM* | 4% | 27% | -1% | -12%
CC(=O)NCc1ccc(S(=O)(=O)N/N=C/c2ccccc2)cc1 | 3% | 3.2µM* | 1% | -19% | 2% | 5% | 17% | 0% | -16%
CCCCN(C)C(=O)c1cccc(OC2CCN(CC(C)(C)C)CC2)c1 | 3% | / | -42% | -5%[0.457 µM] | 11% | -1% | 13% | 38% | -15%
COC(=O)c1ccc(C)c(NC(=S)NCc2ccc(Cl)cc2)c1 | -2% | 22%[59 µM] | 0% | 0% | -5% | -6% | 17% | 2% | -8%
O=C(Nc1ccccc1)N1CCSc2cc(Cl)ccc21 | -4% | 19% | 2% | 1% | 3% | -11% | 1% | 19% | -9%
O=C(NC(=O)c1ccccc1)Nc1ccc(Cl)cn1 | -9% | / | 0% | -10% | -16% | -1% | 27% | 90% | 1%
CCCc1cc(=O)[nH]c(SCCOc2ccc(Cl)cc2)n1 | -3% | 6%[59 µM] | -2% | 4% | -2% | 0% | 9% | 9% | -13%
Cn1ccnc1C(O)(c1nnc(-c2ccccc2)o1)C(F)(F)F (stereo not given) | 4% | ? | -1% | -3% | -21% | -5% | -7% | 11% | -6%
Cc1cc(C)n2nc(C(=O)Nc3cccc(S(=O)(=O)N4CCOCC4)c3)nc2n1 | / | ? | 37% | 10% | -17% | 3% | 22% | / | -17%
CCCCn1c(N)c(N(Cc2ccccc2OC)C(=O)CCSC)c(=O)[nH]c1=O | -6% | / | 0% | -13% | -4% | -9% | 36%[activator] | 36% | -26%
COc1cccc(NC(=O)CN(C)S(=O)(=O)c2ccc3c(c2)n(C)c(=O)c(=O)n3C)c1 | 2% | 52%[activator] | 17% | -3% | 6% | 5% | 9% | 7% | -10%
COc1cccc(CC(=O)Nc2ncc(C)s2)c1 | 0% | 12% | 1% | 7% | -6% | -3% | 55%[activator] | 19% | -18%
CC1CCN(C(=O)CNC(=O)CNS(=O)(=O)c2ccccc2)CC1 | -1% | -10% | -3% | 1% | -1% | -6% | 57%[activator] | 12% | -19%
CCc1ccc(NC(=O)N2CCN(c3ccc(F)cc3)CC2)cc1 | -1% | 9% | 5% | 11% | -11% | -2% | -18% | -1% | -9%
CC(CN1CCCCC1)c1ccccc1 (stereo not given) | -4% | 11µM* | 13% | ? | 4µM* | -7% | 101%[activator] | 1% | -11%
CC(C)C[C@H]1COCCS(=O)(=O)N1Cc1cccc(F)c1 | / | / | / | / | 0% | 1% | 17% | / | -14%
Cc1cccc(C)c1NC(=O)CN(C)C(=O)c1cccc(-n2cccc2)c1 | / | 50µM* | ? | 50µM* | 8.9µM* | ? | 8.9µM* | / | 10µM*
CC(C)(C)NC(=O)C1CC(=O)OC12CCOC(C)(C)C2 (stereo not given) | 3% | / | 1% | -11% | 0% | -21% | 2% | 15% | -28%
C(=C\c1nc(-c2cccnc2)no1)/c1ccccc1 | -13% | -10% | 3% | -3% | -4% | -5% | 169%[activator] | 0% | 4%
COC(=O)c1ccc(Sc2ccccc2NS(=O)(=O)c2ccc(NC(C)=O)cc2)nc1 | 1% | -40%[59 µM] | 4% | 0% | -17% | -8% | 20% | 0% | 4%

Gathered by group, the entries above containing an NH in an aromatic ring (seven)
SMILES | BLM helicase inh | G9a inh | APEX1 inh | BAZ2B block | JMJD2A Tudor | Pol kappa inh | Pol iota inh | Pol beta inh | POLH inh
COc1ccc(Nc2nnc(Cc3ccccc3)c(=O)[nH]2)c(OC)c1 | -2% | -26% | -14% | -17% | -14% | -11% | 43%[activator] | 2% | -15%
CC(C)[C@@H](C(=O)N[C@@H](Cc1ccccc1)C(=O)O)N1C(=O)N2CCc3c([nH]c4ccccc34)[C@@]2(C)C1=O | 0% | / | 5% | 5% | -24% | -2% | 22% | 6% | -17%
c1nc(N2CCC3(CC2)OCCO3)c2[nH]cnc2n1 | -2% | 5% | 4% | -2% | -14% | 6% | -7% | 23% | -13%
NC(=NCCc1c[nH]c2ccccc12)NC(=O)c1ccc(Cl)cc1 | -21% | ? | 7% | 79µM* | ? | -23% | 8% | 4% | -10%
O=C(NCCc1ccccc1Cl)c1ccc2c(=O)n(-c3ccccc3)c(=O)[nH]c2c1 | -3% | -8%[59 µM] | / | -3% | -19% | -4% | -20% | 13% | -2%
CCCc1cc(=O)[nH]c(SCCOc2ccc(Cl)cc2)n1 | -3% | 6%[59 µM] | -2% | 4% | -2% | 0% | 9% | 9% | -13%
CCCCn1c(N)c(N(Cc2ccccc2OC)C(=O)CCSC)c(=O)[nH]c1=O | -6% | / | 0% | -13% | -4% | -9% | 36%[activator] | 36% | -26%
